NPYLR7 ag: mosquito NPYLR7 agonism; AID 1259423; HEK293T NPYLR7/Galpha15, GCaMP6s calcium fluorescence; activation, % at 10 µM; actives 0.15% (n = 270,000); in the data active means activation above about 40%;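 further: 0% = vehicle and 100% = reference agonist at the receptor; some compounds past the cut are filed as inactive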
hcGAS lum: human cGAS inhibition; recombinant h-cGAS, ATP depletion, Kinase-Glo luminescence; Q8N884; inhibition, % at 12.5 µM; actives 0.081% (n = 290,000);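 further: 0% = vehicle reaction and 100% = reaction without DNA for no activity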
Target sequence (Q8N884 whole entry, looked up): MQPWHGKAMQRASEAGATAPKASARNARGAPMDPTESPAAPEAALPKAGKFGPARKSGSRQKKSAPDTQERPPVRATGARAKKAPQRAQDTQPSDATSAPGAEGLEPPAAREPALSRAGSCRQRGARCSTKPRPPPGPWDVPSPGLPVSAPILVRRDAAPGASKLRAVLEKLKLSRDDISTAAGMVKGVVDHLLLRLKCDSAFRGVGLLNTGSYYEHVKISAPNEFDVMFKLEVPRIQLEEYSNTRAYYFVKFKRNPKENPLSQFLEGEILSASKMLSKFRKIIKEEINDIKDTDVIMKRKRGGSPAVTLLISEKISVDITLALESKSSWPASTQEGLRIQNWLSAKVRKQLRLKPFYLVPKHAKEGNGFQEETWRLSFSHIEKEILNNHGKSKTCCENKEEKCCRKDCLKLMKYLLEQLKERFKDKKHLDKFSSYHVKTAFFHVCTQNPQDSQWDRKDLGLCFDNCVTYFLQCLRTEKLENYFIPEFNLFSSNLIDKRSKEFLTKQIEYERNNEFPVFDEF
mcGAS lum: inhibitors of mouse cGAS; Q8C6L5; recombinant cGAS, Kinase-Glo ATP depletion luminescence; inhibition, % at 12.5 µM; actives 0.15% (n = 160,000);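 further: 0% = negative control wells and 100% = reference inhibitor with no enzyme activity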
Starred values were filed as active, the others as inactive; · = not tested or not shown. Unless noted, no stated cut-off is given here; in the data, active means inhibition above about 40%; inactive means the rest.

# | molecule | NPYLR7 ag | hcGAS lum | mcGAS lum
1 | CC(CNC1CCN(S(C)(=O)=O)CC1)Oc1cccnc1 (centres undefined) | 5 | -5 | ·
2 | COc1cc(OC)nc(C(NC(=O)C2CCN(Cc3cccc(Cl)c3)CC2)c2ccc(F)cc2)n1 (centres undefined) | 7 | -6 | -3
3 | CCN(CC)C(=O)Oc1ccc2c(ccn2Cc2ccc(Cl)cc2)c1NS(=O)(=O)c1cc(F)ccc1C | -1 | -3 | -5
4 | O=S(=O)(/C=C/c1ccccc1)N1CCc2nc(-c3ccccc3)nc(N3CCCC3)c2C1 | -2 | -12 | -5
5 | CN(C)c1cccc(C(NC(=O)c2ccc(C(F)(F)F)c(F)c2)c2ccc(S(C)(=O)=O)cc2)c1 (centres undefined) | -12 | -6 | ·
6 | CCCn1c(=O)c2c(nc3n(CCO)c(C)c(C)n23)n(C)c1=O | 2 | -7 | ·
7 | O=C(CSc1ncnc2c1nnn2Cc1ccc(F)cc1)N1CCC(Cc2ccccc2)CC1 | -2 | 0 | 9
8 | O=C(NCC(=O)N1CCC(n2c(=O)[nH]c3ccccc32)CC1)c1ccc(Cl)cc1 | -1 | 0 | -4
9 | O=C(c1cc(=O)[nH]c2ccc(F)cc12)N1CC[C@@H](N2CCOCC2)[C@H](O)C1 | 2 | 1 | -1
10 | CC1CCN(C(=O)[C@H](CC(=O)OC2CCCCC2)NC(=O)OC(C)(C)C)CC(C)(C)C1 (some centres undefined) | -13 | -6 | -4
11 | CNc1cncc(-c2ccc(O)cc2C)n1 | -2 | -15 | ·
12 | Cc1cccc(S(=O)(=O)Nc2ccc(Nc3ccc(-n4ccc(C)n4)nn3)cc2)c1 | -5 | -4 | -9
13 | COCCNC(=O)COC(=O)c1ncc(Cl)c(Cl)c1Cl | 1 | -5 | ·
14 | COc1ccccc1C(=O)NCC(=O)N=Nc1c(O)n(Cc2ccccc2)c2ccccc12 | 3 | -7 | -5
15 | c1ccc([P+](Cc2nc3ccccc3[nH]2)(c2ccccc2)c2ccccc2)cc1 | 9 | -5 | -4
16 | Cc1nc2c(C)cccn2c(=O)c1NC(=O)c1cccc2ccccc12 | 4 | -18 | ·
17 | COCCn1c(C)cnc1COC1CCCN(CC2CCCCC2)C1 (centres undefined) | · | -17 | -6
18 | COc1cccc(NC(=O)c2cccnc2Nc2cccc(Cl)c2)c1 | 2 | -7 | -3
19 | CC(=O)c1ccc(N2C(=O)CC(c3c(C)[nH]n(-c4nc5ccccc5s4)c3=O)C2=O)cc1 (centres undefined) | -3 | -4 | ·
20 | CCCc1cc(C(=O)OCC)nn1C1CCN(C(=O)c2c(F)cccc2Cl)CC1 | 4 | -3 | -4
21 | O=C(NCCc1cccc(Cl)c1)c1ccccc1SCC(=O)N1CCCC1 | 11 | -1 | -2
22 | Cc1c(CN(Cc2ccccn2)CC(C)C)c(=O)n(-c2ccccc2)n1C | 15 | -8 | -13
23 | Cn1ncc(C(=O)N2CCN(C(c3ccccc3)c3ccc(Br)cc3)CC2)c1Cl (centres undefined) | -2 | 0 | -1
24 | CN(C1=NS(=O)(=O)c2ccccc21)c1ccc(O)cc1 | 7 | 5 | ·
25 | CCN1C(=O)C2CC3(CCN(Cc4cnn(CC)c4C)CC3)CN2C1=O (centres undefined) | · | -13 | -5
26 | O=C(O)c1c(OCC2CC2)nn2ccsc12 | 11 | 4 | ·
27 | Nc1ccnn1C1CCCCC1 | -5 | -5 | ·
28 | CNC(=O)Cc1csc(Nc2ccc(OC(F)(F)F)cc2)n1 | 6 | -3 | ·
29 | COCC(CCO)NC(=O)CCCc1ccccc1 (centres undefined) | -1 | -7 | ·
30 | COc1cccc(-c2cnc(-c3cccc(CNC(=O)c4cc(Cl)cc(Cl)c4)c3)[nH]2)c1 | 3 | -6 | -8
31 | CCCCCCOc1ccc(C(=O)NNS(=O)(=O)c2ccc(C(=O)OC)cc2)cc1 | -1 | -2 | ·
32 | CN(Cc1ccccc1)CC1CCN(CCN2CCOC2=O)CC1 | 9 | 3 | 3
33 | COCCN(CC(=O)Nc1nc(CC(=O)N2CC(C)OC(C)C2)cs1)C(=O)c1ccc(Cl)c(Cl)c1 (centres undefined) | 3 | -3 | -5
34 | COCCN(CC(=O)N(Cc1ccc2c(c1)OCO2)Cc1ccc(C)o1)C(=O)c1ccccc1 | -10 | 0 | -5
35 | COc1ccc(OC)c(-c2nc(CN3CCCn4nc(C)cc4C3)c(C)o2)c1 | 1 | -4 | -11
36 | CNC(=O)C1CN(C(=O)CCl)c2ccccc2O1 (centres undefined) | 28 | -10 | 24

Sorted by SMILES length (smallest number first): part of the list above.
# | molecule | NPYLR7 ag | hcGAS lum | mcGAS lum
27 | Nc1ccnn1C1CCCCC1 | -5 | -5 | ·
26 | O=C(O)c1c(OCC2CC2)nn2ccsc12 | 11 | 4 | ·
35 | COc1ccc(OC)c(-c2nc(CN3CCCn4nc(C)cc4C3)c(C)o2)c1 | 1 | -4 | -11
34 | COCCN(CC(=O)N(Cc1ccc2c(c1)OCO2)Cc1ccc(C)o1)C(=O)c1ccccc1 | -10 | 0 | -5
30 | COc1cccc(-c2cnc(-c3cccc(CNC(=O)c4cc(Cl)cc(Cl)c4)c3)[nH]2)c1 | 3 | -6 | -8

Going on with the list.
# | molecule | NPYLR7 ag | hcGAS lum | mcGAS lum
37 | COc1cccc(CN2CCN(Cc3ccc4cc(Cl)ccc4n3)CC2CCO)c1 (centres undefined) | 3 | 1 | 9
38 | Cc1ccoc1C(=O)N1CCCC(c2nn(C)c(=O)n2-c2ccccc2)C1 (centres undefined) | 14 | 0 | -13
39 | O=C(Cn1[nH]c(=O)c2ccccc2c1=O)OCc1cc(=O)n2ccsc2n1 | 0 | -5 | ·
40 | CCOC(=O)c1nnn(C(CC)C(=O)Nc2c(C)cccc2C)c1C(=O)OCC (centres undefined) | -7 | -7 | -6
41 | O=C(COc1cc(=O)n2ccccc2n1)NCc1ccco1 | -6 | -5 | -7
42 | O=C(Cn1cnc2ccccc21)NN=Cc1cc(Br)ccc1O | -3 | -7 | -6
43 | CCCc1cc(C(=O)NC2C=CS(=O)(=O)C2)cs1 (centres undefined) | 6 | -4 | -19
44 | Cc1cc(NC(=O)c2cc3ccccc3o2)n(-c2nc3c(cnn3-c3ccc(C)c(C)c3)c(=O)[nH]2)n1 | · | -9 | -9
45 | Cc1nc2c(cnn2C(C)C)cc1C(=O)OC1CC(C)OC1=O (centres undefined) | -5 | 1 | ·
46 | COc1cn(CC(=O)NC2CCCCC2)c(CSc2nccc(C)n2)cc1=O | -7 | -1 | -5
47 | COc1ccc(-c2nccc3[nH]nc(-c4ccccc4)c23)cc1 | 5 | -7 | -2
48 | Cc1ccc(S(=O)(=O)N2CCC(CCN3CCOCC3)CC2)c(C)c1 | 9 | -8 | ·

Another view of part of the listing above:
#42 O=C(Cn1cnc2ccccc21)NN=Cc1cc(Br)ccc1O
#39 O=C(Cn1[nH]c(=O)c2ccccc2c1=O)OCc1cc(=O)n2ccsc2n1
Compound	42	39
NPYLR7 ag	-3	0
hcGAS lum	-7	-5
mcGAS lum	-6	·

Screen by screen, quoted from above:
NPYLR7 ag for entries 38 to 47 → 14, 0, -7, -6, -3, 6, ·, -5, -7, 5

Next part:
# | molecule | NPYLR7 ag | hcGAS lum | mcGAS lum
49 | CCC1CN(C(=O)c2cnc(C3CC3)nc2)CCC(=O)N1Cc1ccccc1 (centres undefined) | -4 | -1 | ·
50 | c1csc(Cn2nnnc2SCc2cc(-c3cccs3)on2)c1 | 5 | -3 | ·
51 | CCCCOC(=O)c1c(C)nc2c(c1-c1ccccn1)C(O)CCC2 (centres undefined) | -7 | -5 | -5
52 | CC(C1CC1)N(Cc1ccccc1)C(=O)Nc1cccc(C#N)c1 (centres undefined) | 1 | -17 | ·
53 | CCCCC(=O)Nc1ccc(-n2nc(OCCOCC)nc2-c2ccccc2F)cc1 | 25 | -1 | -4
54 | COc1ccc(CN(C)C(=O)c2n[nH]c(C)c2Br)cc1F | 2 | -16 | ·
55 | CCCCN(Cc1ccc(F)cc1)C(=O)[C@H]1CCCC[C@H]1C(=O)NC | -5 | -2 | -7
56 | Cc1ccc(OCc2ccc(-c3nc(C#N)c(N(C)C)o3)o2)cc1 | 1 | -9 | -9
57 | C=CCn1c(=NC(=O)CN2C(=O)c3ccccc3C2=O)sc2cccc(OC)c21 | 4 | -2 | -6
58 | Cc1ccc(NC(=O)c2cc3cc(Cl)ccc3oc2=O)cc1 | -1 | -4 | -6
59 | O=C(c1cccs1)N1CCN(Cc2nc(C3CC3)cs2)CC1 | -11 | 0 | -10
60 | COc1ccc(-c2nccn2CCc2ccncc2)c(Cl)c1OC | 8 | -5 | ·
61 | Cc1noc(C)c1CN1CCN(C(=O)C2CCCN2)CC1 (centres undefined) | · | -13 | -7
62 | C=CCC1(CC=C)CCCN1C(=O)c1ncc[nH]1 | -3 | -5 | -13
63 | CCc1ccc(C(=O)Nc2cccc(-n3c(C)c[nH]c3=O)c2)o1 | 5 | -7 | ·
64 | Cc1cccc(OCC(=O)N2CCc3[nH]c4ccccc4c3C2)c1C | -3 | 0 | ·
65 | c1ccc(CCCSCn2ccnc2)cc1 | -2 | -4 | ·
66 | Cc1cccc(Nc2nc3nonc3nc2N/N=C\c2cccc(Cl)c2Cl)c1C | -6 | -3 | -3
67 | COC(=O)C1C(c2ccc(OC)cc2)Nc2nnc(C(F)(F)F)n2C1(C)O (centres undefined) | 7 | -11 | ·
68 | Cc1nonc1CN(C)C(=O)c1cc(-c2cccs2)nn1C | 7 | -6 | -18
69 | Cc1ccc2c(c1)C1(SC(C)(C)CN1C(=O)c1cccs1)C(=O)N2Cc1ccccc1 (centres undefined) | -2 | -5 | -4
70 | O=S1(=O)CCC(N2CCN(Cc3cnc(CC4CCCC4)[nH]3)CC2)C1 (centres undefined) | · | -19 | -7
71 | COc1ccc(NC(=O)c2ccc(C#N)cn2)cc1Br | 5 | -8 | ·
72 | COCCCn1c(C)cn2c3c(=O)n(Cc4cc(C)ccc4C)c(=O)n(C)c3nc12 | 16 | -14 | ·
73 | Cc1ccc2c(C)c(C(=O)N3CCC4(CN(C)C(=O)O4)C3)oc2c1 (centres undefined) | 11 | -4 | ·
74 | Cc1cc(CNc2nc(C)ccc2C(N)=O)ccn1 | 1 | -7 | ·
75 | CCn1c(SCC(=O)NCc2ccco2)nnc1-c1c(C)nc2sccn12 | 1 | -7 | -7
76 | CN(C)c1ccc(C(=O)Nc2ccc3c(c2)OC(F)(F)O3)cn1 | 2 | 11 | ·
77 | O=C(Nc1nc(-c2cc3cc(Br)ccc3oc2=O)cs1)c1ccccc1 | -6 | -5 | ·
78 | CS(=O)(=O)N(CC(=O)Nc1cc(Cl)c(Cl)cc1Cl)Cc1ccccc1 | 3 | -4 | ·
79 | CCOc1ccc(NS(=O)(=O)c2cccc(Cl)c2)cc1OC | 13 | -8 | ·
80 | Clc1ccc(-c2ccc(-c3nn4c(-c5ccco5)nnc4s3)o2)cc1 | -2 | -6 | ·
81 | COc1ccc(Nc2nc(N3CCCC(C)C3)nc3[nH]ncc23)cc1 (centres undefined) | -1 | -3 | ·
82 | Cc1cc(C)n2c(SCc3cc(=O)oc4cc(C)c(C)cc34)nnc2n1 | -4 | 3 | ·
83 | COc1cc(C(C2Sc3nc(C)nn3C2=O)N2CCCCC2)cc(OC)c1OC (centres undefined) | -2 | 6 | -2
84 | CC(C)NC(=O)CN1CCN(Cn2nc(Nc3ccccc3Cl)sc2=S)CC1 | 3 | 1 | -5
85 | CN(C)Cc1ccccc1CN(C)c1nc(C(C)(C)C)nc2c1cnn2C | 3 | 1 | -2
86 | COc1ccc(OC)c2[nH]c(=O)c(CCNC(=S)NC(C)(C)C)cc12 | 2 | 5 | 12
87 | O=C(C1CCOCC1)N1CCOC(CC(c2ccccc2)c2ccccc2)C1 (centres undefined) | 2 | -7 | ·
88 | CNC(=O)Cn1cnc(NC(=O)CCc2ccc(Cl)cc2)n1 | 7 | -10 | ·
89 | O=C1CCCN1CCCNc1nc(-c2ccc(Cl)cc2)nc2c1CNC2 | 3 | -3 | ·
90 | CNc1ccccc1C(=O)N(Cc1ccccc1)CC(C)CO (centres undefined) | 0 | -3 | ·
91 | Cc1cccc(C)c1NS(=O)(=O)c1ccc(F)cc1[N+](=O)[O-] | 2 | -9 | ·
92 | O=S(=O)(O)c1cc(O)ccc1O | 9 | -8 | ·
93 | NC(=O)Cn1nccc1-c1ccc(F)c(Cl)c1 | 8 | -3 | ·
94 | COCCN(Cc1nccn1Cc1ccccc1)C(=O)c1ccccc1F | 13 | -2 | -4
95 | CN(C)CC1(O)CCN(C(=O)C2(c3ccc(Cl)cc3)CCC2)C1 (centres undefined) | 19 | -5 | ·
96 | COc1ccc(N(C)S(=O)(=O)c2ccc(OC)c(N3CCN(S(=O)(=O)c4ccc(F)cc4F)CC3)c2)cc1 | 22 | -3 | -8
97 | Cc1ccc2c(c1)C1(SCCN1C(=O)c1ccccc1C)C(=O)N2Cc1ccccc1Cl (centres undefined) | · | -3 | -9
98 | Cc1cc2cc(CNC(=O)c3ccccc3)ccc2n1C | 5 | -6 | -8
99 | COC(=O)c1ccc(Cn2c(C)c(C(=O)NCc3cccc4ccccc34)sc2=O)o1 | 14 | -1 | ·
100 | Cc1onc(-c2ccccc2)c1C(=O)NCC1Cc2cc(Oc3ccccc3)ccc2O1 (centres undefined) | 2 | -4 | ·
101 | Cc1cccc(Nc2ccc(N3CCN(C(=O)C(C)(C)C)CC3)nn2)n1 | 17 | -12 | ·
102 | COc1cccc2cc(-c3cc(=O)oc4ccc(OCC(N)=O)cc34)oc12 | 1 | -3 | -7
103 | Cc1ncc(CN(C)Cc2cnn(-c3ccccc3)c2)n1C | -6 | -5 | ·
104 | CCOC(=O)c1cc(-c2cccc(NC(=O)C(OC(C)=O)c3ccccc3)c2)n(-c2ccccn2)n1 (centres undefined) | 18 | -4 | -3
105 | COc1ccc(-n2c(-c3ccccc3)csc2=Nc2ccc(F)cc2)cc1OC | -2 | -2 | -3
